# MsrA inh = bovine MsrA enzyme inhibitors, primary screen, biochemical, absorbance, HTS | 360,000 compounds, 0.75% hits | purified bovine MsrA, absorbance read-out | inhibition, % at 15.5 µM | Methionine sulfoxide reductase A (Bos taurus); in the data active means inhibition above about 4.5%;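 further: 0% = vehicle wells with enzyme and 100% = reference inhibitor wells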
# Scp1 inh = Scp-1 phosphatase inhibitors, primary screen, biochemical, colorimetric, uHTS. AID 493091, 2011. Recombinant Scp1, phosphopeptide, malachite green phosphate absorbance. inhibition, % at 20 µM. Carboxy-terminal domain RNA polymerase II polypeptide A small phosphatase 1 (Homo …. 340,000 compounds, 0.88% hits;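 active means inhibition above about 50% at 20 µM, limit read from the data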;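 further: plate controls were DMSO wells with enzyme for no effect and wells lacking enzyme for full effect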
# Target sequence (Q9GZU7 76-261 limits assumed): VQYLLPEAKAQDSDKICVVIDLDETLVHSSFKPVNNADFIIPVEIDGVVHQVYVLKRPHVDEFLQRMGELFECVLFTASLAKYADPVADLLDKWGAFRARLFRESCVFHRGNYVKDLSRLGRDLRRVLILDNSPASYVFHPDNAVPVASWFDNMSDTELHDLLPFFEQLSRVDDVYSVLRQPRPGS
#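 Times: enzyme reaction 45 min at room temperature, colour 5 min, stabilisation 30 min. Material: SCP-1 catalytic fragment, aa 76-261. Medium: Acidic Tris acetate buffer with magnesium and detergent. Signal: colorimetric free-phosphate detection, absorbance 630 nm. Read-out basis: % inhibition of SCP-1 phosphate liberation. Reagent: Phosphorylated 17-residue peptide substrate.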
# Rpn11 block = Rpn11 (PSMD14) deubiquitinase inhibitors, primary screen, biochemical, fluorescence polarization, uHTS. AID 588493, 2011. calls only at 20 µM. human 26S proteasome, Ub4-pepOG fluorescence polarization; 20S core pre-blocked with epoxomicin. 360,000 compounds, 0.59% hits. 26S proteasome non-ATPase regulatory subunit 14 (Homo sapiens), O00487;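 active means inhibition at 20 µM, scaled to each plate's controls, above about 33%, limit read from the data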
# CSN deneddyl inh = inhibitors of CSN-mediated cullin deneddylation, primary screen, biochemical, fluorescence polarization, uHTS | COP9 signalosome complex subunit 5 (Homo sapiens), Q92905 | Purified CSN, SCF-Nedd8-OG deneddylation | inhibition, % at 12.5 µM | 360,000 compounds, 0.38% hits | AID 651999, 2013;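 active means pattern-corrected inhibition above about 35%, with an unprinted fluorescence ratio check between 0.5 and 1.5, limit read from the data, passing the limit was not always enough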;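 further: 0% = enzyme with substrate and 100% = substrate without enzyme; some results filed as inactive read as strong as hits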
#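 Schedule: reaction 90 min, room temperature / Assay system: HEK293T-derived human Csn5 enzyme / Input: Csn5 at 0.24 nM final / Measure: inhibition of Csn5 cleavage, % / Control set: substrate-only high control, full reaction low control / Technique: fluorescence polarization of the substrate / Buffer or medium: Tris/NaCl/DTT buffer, pH 7.5 / Reagent: SCFSkp2-Nedd8OG substrate at 10 nM final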
# NadD inh = inhibitors of S. aureus NadD, primary screen, biochemical, colorimetric, uHTS; 360,000 compounds, 0.78% hits; purified NadD enzyme, colorimetric absorbance read-out; AID 602399, 2012; inhibition, % at 20 µM; Nicotinate-nucleotide adenylyltransferase NadD (Staphylococcus aureus N315); in the data active means inhibition above about 26%; further: some compounds past the cut are filed as inactive
# STEP block = STEP phosphatase inhibitors, primary screen, biochemical, fluorescence intensity, uHTS; 360,000 compounds, 0.25% hits; recombinant STEP, OMFP fluorogenic substrate; inhibition, % at 20 µM;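 active means inhibition at 20 µM, scaled per plate between control wells, above about 37%, limit read from the data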;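 further: 0% = DMSO with enzyme and substrate and 100% = substrate only without enzyme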
# Target sequence (P54829 whole entry, looked up): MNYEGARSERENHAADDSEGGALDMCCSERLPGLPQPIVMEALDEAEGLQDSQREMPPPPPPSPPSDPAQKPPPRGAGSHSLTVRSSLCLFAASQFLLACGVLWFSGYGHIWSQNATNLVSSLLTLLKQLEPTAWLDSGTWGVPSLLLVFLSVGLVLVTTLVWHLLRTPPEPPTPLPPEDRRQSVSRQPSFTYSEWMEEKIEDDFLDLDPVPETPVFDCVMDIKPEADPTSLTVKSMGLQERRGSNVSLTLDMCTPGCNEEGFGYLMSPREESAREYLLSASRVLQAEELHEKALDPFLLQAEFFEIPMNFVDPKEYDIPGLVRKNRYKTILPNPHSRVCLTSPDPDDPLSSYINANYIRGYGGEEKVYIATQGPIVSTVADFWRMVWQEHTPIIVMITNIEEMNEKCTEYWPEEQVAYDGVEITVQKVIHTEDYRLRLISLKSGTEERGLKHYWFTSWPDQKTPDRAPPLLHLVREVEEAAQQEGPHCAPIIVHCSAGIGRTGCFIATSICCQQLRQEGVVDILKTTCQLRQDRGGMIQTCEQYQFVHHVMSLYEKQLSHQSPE
#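 System: STEP (striatal-enriched tyrosine phosphatase) enzyme, cell-free; medium: Bis-Tris pH 6.0 buffer with DTT, detergent; dosing: 20 µM, 1% DMSO; times: reaction 20 min, ambient temperature; detection: fluorescence, 480/540 nm; read-out basis: normalized % inhibition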
# DNMT1 block = human DNMT1 methyltransferase inhibitors, primary screen, biochemical, molecular beacon, fluorescence, HinP1I cleavage, uHTS. DNA (cytosine-5)-methyltransferase 1 (Homo sapiens), P26358. AID 588458, 2011. inhibition (reported as % activation of signal), % at 10 µM. 360,000 compounds, 0.83% hits; in the data active means inhibition above about 50%
# SUMO1-SIM PPI = modulators of SUMO1 protein-protein interactions, primary screen, biochemical, uHTS | 360,000 compounds, 0.33% hits | SUMO1 binding to a labelled peptide, TR-FRET, 1 h | inhibition, % at 20 µM; in the data active means inhibition above about 37%
# Target sequence (P63165 whole entry, looked up): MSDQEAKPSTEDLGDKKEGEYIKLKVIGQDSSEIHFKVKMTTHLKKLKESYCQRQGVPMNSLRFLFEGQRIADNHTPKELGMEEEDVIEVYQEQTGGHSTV
# Tb MetRS inh = T. brucei MetRS inhibitors, primary screen, biochemical, luminescence | methionyl-tRNA synthetase (Trypanosoma brucei brucei) | purified T. brucei MetRS, ATP depletion, Kinase-Glo luminescence | inhibition, % at 11.9 µM | 360,000 compounds, 0.4% hits | AID 624268, 2012;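 active means inhibition above a per-plate cutoff of the control wells' mean inhibition plus 3 SD, cut at about 5.5% in these data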;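 further: 0% = DMSO wells median and 100% = median of wells with control inhibitor compound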
#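 Material: T. brucei methionyl-tRNA synthetase, purified; reagent: substrates ATP, L-methionine and bulk Escherichia coli tRNA; dosing: 11.9 µM single point; timing: 15 min plus 2 h at 25 °C; detection: luminescence of leftover ATP; evaluation: % inhibition; control set: DMSO-only wells as low control; replicates: singlicate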
# LMPTP block = LMPTP phosphatase inhibitors, primary screen, biochemical, fluorescence intensity, uHTS; Low molecular weight phosphotyrosine protein phosphatase (Homo sapiens), P24666; inhibition, % at 20 µM; 360,000 compounds, 0.22% hits; recombinant LMPTP-A, OMFP fluorogenic substrate;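 active means compounds that cut the enzyme signal by at least half of the control window in the single-dose screen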;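 further: plate controls were DMSO wells with enzyme plus substrate for no effect and substrate without enzyme for full effect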
# Target sequence (P24666 whole entry, looked up): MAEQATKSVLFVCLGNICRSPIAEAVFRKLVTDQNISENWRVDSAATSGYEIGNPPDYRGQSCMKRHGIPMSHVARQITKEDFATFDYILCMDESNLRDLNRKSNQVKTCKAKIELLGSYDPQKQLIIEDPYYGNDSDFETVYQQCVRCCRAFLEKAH
#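 Buffer or medium: Bis-Tris pH 6.0, DTT, detergent; Assay system: LMPTP-A enzyme; Quantity: 0.625 nM enzyme; Detection: endpoint fluorescence intensity; Times: 50 min dark incubation at room temperature; Controls: substrate-only low control, DMSO enzyme-plus-substrate high control; Doses: single 20 µM dose; Read-out: percent inhibition versus substrate-only and uninhibited controls; Reagent: 400 µM OMFP.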
# An asterisk follows results filed as active; i = inactive; · = no result given.
# Below each compound – MsrA inh, Scp1 inh, Rpn11 block, CSN deneddyl inh, NadD inh, STEP block, DNMT1 block, SUMO1-SIM PPI, Tb MetRS inh, LMPTP block
> CC(C)(C)OC(=O)C[C@H]1C/C=C\C[C@@H](CC(=O)N(CCO)Cc2ccccc2)C(=O)NC[C@H](c2ccccc2)OC1=O
→ -0.9, 0, i, 0, -3, 4, 2, 2, -0.2, 0.4
> COC(=O)[C@@H](NC(=O)NC1CCCc2ccccc21)C(C)C (some centres undefined)
→ -0.7, -11, i, 2, 9, 1, -1, 2, -0.9, -2.2
> Cc1cnc(CNc2nc3cc(-c4ccccc4C)sc3c(=O)n2C)cn1
→ -0.3, ·, i, 2, 1, 2, -1, -8, 0.7, 0.4
> CC(=O)N1CCc2cc(S(=O)(=O)CCC(=O)NCCc3ccc(Cl)cc3)ccc21
→ -0.6, -7, i, -3, 2, 0, -4, 1, -0.3, -1.8
> C/C=C(\C)C(=O)NCCN1C2=NC[C@@H](Cc3ccccc3)N2C[C@@H]1Cc1ccc(OC)cc1
→ -0.7, 1, i, 9, 1, 6, -3, -27, 0.7, 1.3
> Cc1ccc(S(=O)(=O)N2CCC[C@H]2C(=O)OCC(=O)Nc2ccc3c(c2)OCO3)cc1
→ -0.6, -4, i, -3, -10, -3, -9, 1, -0.5, 1.0
> CC1(C)CC(C(=O)Nc2nccs2)CCO1 (centres undefined)
→ -0.7, -7, i, -1, -1, -2, 3, -4, 0.2, -1.2
> CCCCn1c(N)c(N(CC)C(=O)c2ccc(Cl)c(Cl)c2)c(=O)[nH]c1=O
→ 0.9, -8, i, 1, -2, 1, -1, 3, -0.3, -0.5
> O=C(CNc1ccccc1N1CCCC1=O)Nc1cc(Cl)ccc1-n1cncn1
→ 0.7, -1, i, -5, 3, -2, 1, -2, -0.2, 0.8
> Cc1ccc(NC(=O)COC(=O)/C=C/c2c(C)nn(-c3ccc(F)cc3)c2Cl)cc1F
→ 0.7, -5, i, 2, 0, 1, 4, -1, -0.5, 1.8
> COC(=O)CC1COc2ccccc2N1C(=O)/C=C/c1ccccc1 (centres undefined)
→ -0.7, -17, i, 0, -6, -2, -2, -4, -1.8, -0.3
> CCOC(=O)C1=C(CC)Nc2ccccc2N/C1=N\S(=O)(=O)c1ccccc1F
→ 1.5, -12, i, -3, -3, 3, 4, 2, -0.1, 0.1
> CC(=O)CSc1nnc2c3ccccc3nc(C(C)(C)C)n12
→ 0.7, 2, i, -8, -1, 0, -5, 0, -1.2, -1.1
> Cc1cc(C(=O)CN2CCN(CC(=O)Nc3ccc(F)cc3)CC2)c(C)n1C1CC1
→ 0.1, -9, i, 1, 2, -3, -8, -1, -0.2, 0.5
> Cn1nc(NC(=O)CC(C)(C)CC(=O)O)c2ccccc21
→ 0.6, -13, i, -2, 1, 0, -1, 4, -0.2, -2.0
> N#CCSc1ccccc1NC(=O)COC(=O)C1CCN(C(=O)c2ccc(Cl)cc2)CC1
→ -1.1, ·, i, 1, -5, 1, 1, -4, -0.1, -2.5
> O=C(CSc1n[nH]c(-c2cccs2)n1)N1CCN(S(=O)(=O)c2ccccc2)CC1
→ 0.7, -11, i, 3, 1, -2, 4, 3, 0.2, -0.9
> Cc1ccc(C(=O)N2CCC3(CC2)NCCc2[nH]cnc23)cc1
→ -0.4, 0, i, 2, 6, 0, -1, 2, 0.1, -1.6
> COc1ccc(Br)cc1/C=C(\C(=O)O)c1ccc(S(=O)(=O)N2CCCC2)s1
→ 2.2, 67*, i, 0, 5, 3, 42, -2, 0.4, 4.8
> COc1ccc(OCc2cc(C(=O)N(C)Cc3cc(C)no3)no2)c(Cl)c1
→ -0.2, -11, i, 1, -6, -5, -1, -3, 2.0, -0.1
> CCN1C(=O)/C(=C2/C=CC=CN2C)SC1=S
→ 1.0, -4, i, 4, -4, 4, -4, -30, 0.1, 1.2
> COc1cccc(C(=O)OCC(=O)Nc2ccc3c(c2)OCCO3)c1
→ -1.1, -16, i, 1, -6, 2, -3, 19, -0.1, 0.7
> C/C(=N\NC(=O)c1nn(C)c(C)c1Br)c1ccc(NC(=O)c2ccoc2C)cc1
→ 0.8, -10, i, 0, -2, -2, -4, -2, -0.3, -1.2
> O=S(=O)(Oc1ccccc1N1CCCCC1)c1ccccc1
→ 0.2, -7, i, 5, 7, 3, 3, 5, -0.6, 2.9
> CC(C)CCNC(=O)c1ccc(CSCc2cccc(F)c2)o1
→ 0.1, 5, i, 0, -8, 1, -4, 0, -0.2, 0.7
> Cc1ccc(S(=O)(=O)N2CCN(S(=O)(=O)N(C)C)CC2)c(C)c1
→ -1.1, -4, i, 5, 5, -5, 2, -3, -0.2, -1.1
> Nn1c(Cc2cccc3ccccc23)nnc1SCc1ccccc1
→ 0.3, 3, i, 1, 6, -1, -3, 1, 0.6, -0.9
> CCOCCCNC(=O)C1CCN(S(=O)(=O)N2CC(C)CC(C)C2)CC1 (centres undefined)
→ -0.7, 1, i, 0, 2, -1, 5, 0, -1.1, -2.4
> Cc1ccccc1NC(=O)CSc1nnc2ccc(-c3cccnc3)nn12
→ -0.8, 3, i, -1, -2, 3, 1, -21, -0.6, -1.3
> CC(=O)c1ccc(O)c(CSC2=NCCS2)c1
→ 2.2, -3, i, 3, -3, 0, 1, -2, -0.4, -0.4
> NC(=O)c1ccccc1[N+](=O)[O-]
→ -0.2, -9, i, 6, 3, 1, -2, -4, -0.2, -0.8
> O=C(N/N=C/c1ccc[nH]1)c1cccc([N+](=O)[O-])c1
→ 0.1, 1, i, -1, -2, -3, 6, -13, 0.0, -1.3
> CC(C)C(OC(=O)c1cccs1)C(=O)NCc1ccc(F)cc1 (centres undefined)
→ -0.4, 4, i, -3, 2, 0, 0, -2, -0.9, -1.2
> COC(=O)c1[nH]c(=O)c2ccccc2c1OCc1ccccc1
→ 2.4, -8, i, 4, 1, 2, 1, -14, -0.1, -2.0
> O=C(Cn1ncc2c([nH]c3ccccc32)c1=O)NCCc1ccccc1
→ -0.3, 8, i, -5, -1, -5, 9, 1, -1.1, 0.6
> COc1ccccc1NC(=O)c1cc(N2C(=O)C3C4CCC(C4)C3C2=O)ccc1Cl (centres undefined)
→ -1.1, -6, i, 5, -1, -3, 2, 0, 0.4, -0.4
> CC(C)NC(=O)C1=NN(c2ccccc2)C(=O)CC1
→ 2.5, -12, i, 0, -7, -3, 0, 8, -0.2, -1.0
> COc1ccc(OC)c(NC(=O)CN(C)S(=O)(=O)c2ccc3nc(C)sc3c2)c1
→ 1.2, -8, i, 10, 3, 0, -15, 3, -0.5, -0.7
> Cc1cccc(C)c1Nc1nnc(SC(C)C(=O)Nc2c(C)n(C)n(-c3ccccc3)c2=O)s1 (centres undefined)
→ 0.2, -3, i, -2, 3, 0, 2, 2, -0.5, 0.0
> O=C(COc1cc(Cl)c(Cl)cc1Cl)NCCN1CCOCC1
→ -0.2, -4, i, -1, 1, -4, 5, 0, 0.3, -1.4
> O=[N+]([O-])c1cccc(N(CC2CO2)S(=O)(=O)c2ccccc2)c1 (centres undefined)
→ 0.2, -7, i, -4, -3, -1, -2, -11, 0.3, 3.5
> CCOC(=O)C1CCCCN1Cc1ccccc1C(F)(F)F (centres undefined)
→ 0.9, -6, i, 1, -6, -2, 2, 2, -0.1, -1.7
> COc1cc(C(=O)c2ccccc2C(=O)O)c(OC)c2c1CCCC2
→ 1.6, -8, i, -3, -1, -2, -1, 1, -0.4, -2.0
> CCCCc1c(-c2cccc(Br)c2)ncn1CCc1ccccc1OC
→ 0.6, ·, ·, -2, 2, ·, ·, 8, -0.5, 9.5
> OCCC1CN(Cc2ccc3nonc3c2)CCN1Cc1ccsc1 (centres undefined)
→ 0.6, -12, i, -3, -7, -2, 1, -18, -0.2, -2.0
> Cc1ccc(C(=O)n2c(-c3ccccc3)cnc2SCC(=O)Nc2ccc(C)cc2C)cc1
→ 1.0, 2, i, -1, 4, 4, 13, -1, 0.4, 2.8
> O=C1NN(c2ccc(Cl)c(Cl)c2)C(=O)/C1=C/c1ccc(-c2ccccc2C(=O)O)o1
→ 0.8, 49, i, 8, 7, 20, 60*, 30, -1.5, 8.2
> Oc1ccc(COCc2ccccc2)c2cccnc12
→ -0.1, -9, i, -2, 5, -2, 0, -4, -2.0, 1.9
> CCOC(=O)CSc1nc2cc(S(=O)(=O)Nc3ccccc3OC)ccc2o1
→ 0.7, -13, i, 4, -4, 0, -2, -1, -0.4, 1.6
> CC(C)(O)C#Cc1ccc(C(=O)NCCC(=O)O)s1
→ -0.5, -7, i, 7, 3, -2, 1, -2, 0.9, 0.5
> CC(C)(C)c1cc(N2CCOCC2)n2ncc(-c3ccc(Cl)cc3)c2n1
→ -0.3, -12, i, 4, 1, 0, 1, -13, -0.7, 5.0
> CCOC(=O)CC1C(=O)NCCN1S(=O)(=O)c1ccc(Cl)c(Cl)c1 (centres undefined)
→ -0.2, -10, i, -1, -7, -1, -5, -2, -0.9, -0.6
> Cc1ccc(OCC(=O)NC2=NCCS2)cc1
→ 1.3, 1, i, 1, 6, -2, 0, 4, 0.0, -0.1

# Whole records from above.
# Record of Oc1ccc(COCc2ccccc2)c2cccnc12 → MsrA inh = -0.1; Scp1 inh = -9; Rpn11 block = i; CSN deneddyl inh = -2; NadD inh = 5; STEP block = -2; DNMT1 block = 0; SUMO1-SIM PPI = -4; Tb MetRS inh = -2.0; LMPTP block = 1.9
# Record of Cc1ccc(OCC(=O)NC2=NCCS2)cc1 → MsrA inh = 1.3; Scp1 inh = 1; Rpn11 block = i; CSN deneddyl inh = 1; NadD inh = 6; STEP block = -2; DNMT1 block = 0; SUMO1-SIM PPI = 4; Tb MetRS inh = 0.0; LMPTP block = -0.1

# Compound activity (PubChem BioAssay)
